# Compound activity deposited in PubChem by several laboratories.
# TRPC4 act = opens the mouse TRPC4 cation channel. Q9QUQ5. HEK293 TRPC4beta/mu-opioid, Fluo4 calcium fluorescence; active compounds read high. B-score at 10 µM. 310,000 tested, 0.49% active;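 active means B-score above 5 SD of library B-scores, and initial fluorescence ratio not above library mean plus 5 SD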;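 further: positive B-score marks a calcium rise read as TRPC4 activation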
#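 Material: HEK293 stable line with TRPC4beta plus mu-opioid receptor; technique: Fluo4 calcium-sensitive dye fluorescence, kinetic, 1 Hz baseline; timing: Fluo4 dye loading 45 min at room temperature, 110 s recording; controls: assay buffer as low control, maximal DAMGO as high control; read-out: integrated baseline-normalised fluorescence ratio, converted to per-well B score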
# KCNQ1 pot = potentiates or activates the human KCNQ1 potassium channel. P51787. CHO-K1 KCNQ1, thallium flux FluxOR fluorescence; active compounds read high. B-score at 10 µM. 310,000 tested, 0.35% active;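 active means fluorescence ratio B-score, a plate-corrected score, at least three library SD, with initial intensity B-score within 5 SD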
#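 Doses: Single concentration per compound, DMSO matched to controls | Test system: KCNQ1-transfected CHO-K1 cells | Timing: 90 min dye loading and 20 min compound exposure, both at room temperature | Measured by: Kinetic FluxOR thallium fluorescence, 10-s 1-Hz baseline, 110-s post-stimulus read | Medium: Assay buffer with matched DMSO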
# KCNQ1 inh = inhibitors of human KCNQ1 potassium channel | CHO-K1 KCNQ1, FluxOR thallium flux fluorescence; active compounds read high | B-score at 10 µM | 310,000 tested, 1.3% active | AID 2642;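 active means compounds whose thallium flux B-score, printed positive for inhibition, exceeds three library SD while starting fluorescence stays within three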;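 further: channel opened by potassium depolarization with thallium stimulus after 20 min compound exposure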
# TRPC4 inh = inhibitors of mouse TRPC4 channel; HEK293 TRPC4beta/mu-opioid, DAMGO-evoked Fluo4 calcium flux; active compounds read low; B-score at 10 µM; 300,000 tested, 0.39% active; AID 2247;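 active means B-score over 3 SD under the library average, no early fluorescence shift, positive overall ratio signal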
#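 Test system – stable TRPC4beta/mu-opioid receptor HEK293 cells · Probe or stimulus – DAMGO, a submaximal dose followed by a maximal one · Dosing – one concentration per compound · Signal – Fluo4 calcium fluorescence by kinetic imaging, 5 s 1 Hz baseline · Evaluation – per-well B score of integrated baseline-normalized Fluo4 ratio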
# KCNK3 inh = human KCNK3 channel inhibition, primary screen. O14649. CHO-KCNK3 thallium flux, FluxOR fluorescence; active compounds read low. B-score at 10 µM. 340,000 tested, 0.84% active. AID 602410;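 active means B-score under library mean minus 4 SD, starting fluorescence ratio at most library mean plus 5 SD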;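 further: more negative B-score means stronger inhibition of thallium flux through KCNK3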
# Target sequence (O14649 whole entry, looked up): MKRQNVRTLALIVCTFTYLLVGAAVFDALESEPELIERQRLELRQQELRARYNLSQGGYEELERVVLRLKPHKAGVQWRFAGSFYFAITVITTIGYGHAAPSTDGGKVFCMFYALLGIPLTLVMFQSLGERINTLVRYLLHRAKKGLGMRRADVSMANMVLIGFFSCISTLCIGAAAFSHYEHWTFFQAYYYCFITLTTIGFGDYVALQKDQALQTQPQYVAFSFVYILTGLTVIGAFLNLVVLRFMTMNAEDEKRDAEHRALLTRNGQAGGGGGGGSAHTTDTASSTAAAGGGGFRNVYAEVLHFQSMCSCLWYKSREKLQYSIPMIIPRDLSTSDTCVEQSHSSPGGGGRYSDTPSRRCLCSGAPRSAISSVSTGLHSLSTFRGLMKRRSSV
# TRPC4 PAM = TRPC4 (mouse) allosteric potentiation | B-score at 10 µM | 310,000 tested, 0.42% active | HEK293 TRPC4beta/mu-opioid, DAMGO EC20, Fluo-4 Ca2+ flux; active compounds read high;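 active means B-score of calcium response area above 5 SD of library B-scores, with initial fluorescence ratio within 5 SD of library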;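 further: B-score of integrated fluorescence ratio over time as area under calcium response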
# KCNK9 inh = inhibitors of human KCNK9 two-pore domain potassium channel | Q9NPC2 | HEK293 KCNK9, FluxOR thallium flux fluorescence; active compounds read low | B-score at 10 µM | 310,000 tested, 1.2% active | AID 488922;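 active means ratio B-score over 3 SD below the library mean, with starting fluorescence within 5 SD of its mean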;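 further: negative B-score means less thallium flux so channel inhibition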
# Target sequence (Q9NPC2 whole entry, looked up, the tested form may be a part): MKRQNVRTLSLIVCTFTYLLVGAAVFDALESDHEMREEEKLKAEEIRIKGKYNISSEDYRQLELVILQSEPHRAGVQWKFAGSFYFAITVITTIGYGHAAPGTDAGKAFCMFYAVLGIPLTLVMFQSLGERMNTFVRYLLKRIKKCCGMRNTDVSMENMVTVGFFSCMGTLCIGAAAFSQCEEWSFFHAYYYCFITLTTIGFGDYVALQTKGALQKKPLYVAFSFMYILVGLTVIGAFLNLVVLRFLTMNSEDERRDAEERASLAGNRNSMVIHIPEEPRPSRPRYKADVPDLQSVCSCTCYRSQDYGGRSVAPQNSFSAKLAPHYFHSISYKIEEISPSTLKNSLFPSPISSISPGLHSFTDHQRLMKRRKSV
# hERG rescue = compounds protecting human hERG from proarrhythmic drug block | activation (rescue from dofetilide block), less the hit threshold, % at 10 µM | 310,000 tested, 0.51% active | AID 1511 | CHO-hERG, FluxOR thallium flux, dofetilide IC70 present;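 active means activation above the mean of controls blocked by dofetilide plus 5 SD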;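 further: thallium influx through hERG after potassium depolarization seen as dye fluorescence rise; in these data hits start at about 4.7%; inactives centre near -7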
# Platelet DG rel = modulates dense granule release in human platelets | inhibition, %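 (compounds screened at 7.5 µM in platelet-rich plasma)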 | AID 1663 | human platelet-rich plasma, SFLLRN dense granule ATP release, luminescence | 300,000 tested, 0.22% active;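 active means mean replicate score, as percent of positive control, at or above 50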
# PolyA inh = yeast polyadenylation inhibition; AID 1875; S. cerevisiae SKY197-pL101 polyadenylation reporter, beta-gal luminescence; efflux-impaired pdr1/pdr3 knockout yeast; score 100 = 6 SD above DMSO; 300,000 tested, 0.02% active; calls only at 12 µM;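 active means lowest replicate activity score at least 50, where 100 means six control SD above control mean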;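 further: yeast exposed to compound for 9 h at 30 °C; higher score means more reporter readthrough which indicates perturbed polyadenylation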
# DYRK1A inh = Dyrk1A (rat) kinase inhibition. Q63470. ADP-Glo luminescence, NFATc1 peptide. inhibition, % at 12.5 µM. 310,000 tested, 0.43% active. AID 504441; in the data active means inhibition above about 50%;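 further: plate controls were vehicle with enzyme for no effect and no enzyme for full effect; many of its hits are not listed in these tables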
# * hit, by the source's call; i = inactive; x = no result given; & = joins results of further samples.
# Values run as follows: TRPC4 act, KCNQ1 pot, KCNQ1 inh, TRPC4 inh, KCNK3 inh, TRPC4 PAM, KCNK9 inh, hERG rescue, Platelet DG rel, PolyA inh, DYRK1A inh
- Cc1nc2ccccc2c(=O)n1NC(=O)c1ccc(F)cc1Cl
 : i, i, i, i, i, i, i, -3.7, 8.9, i, 0.4
- CCOc1ccc(/C=C2\CCc3ccccc3C2=O)cc1
 : i, i, i, i, i, i, i, 2.6, 16.2, i, -0.1
- CCc1ccc(NC(=O)CSc2nncn2-c2cccnc2)cc1
 : i, i, i, i, i, i, i, -5.3, 0.3, i, -1.0
- c1ccc2cc(Sc3ncnc4c3oc3ccccc34)ccc2c1
 : i, i, i, i, i, i, i, -9.2, 4.2, i, -3.1
- COc1ccccc1-n1ccnc1SCC(=O)NCC1CCCO1 (stereo not given)
 : i, i, i, i, i, i, i, -5.6, 2.0, i, x
- CC[C@H]1OC(=O)[C@H](C)[C@@H](O[C@H]2C[C@@](C)(OC)[C@@H](O)[C@H](C)O2)[C@H](C)[C@@H](O[C@@H]2O[C@H](C)C[C@H](N(C)C)[C@H]2O)[C@](C)(O)C[C@@H](C)C(=NOCOCCOC)[C@H](C)[C@@H](O)[C@]1(C)O
 : i, i, i, i, i, i, i, -6.8, 0.8, i, 7.6
- CCCCSc1c(C)c2cc3c(cc2[nH]c1=O)OCO3
 : i, i, i, i, i, i, i, 0.6, 5.0, i, 10.1
- Cc1ccc(S(=O)(=O)NC(=O)c2ccc(-c3ccc(-c4ccccc4)cc3)o2)c(C)c1
 : i, i, i, i, x, i, i, -20.0, -1.0, i, x
- O=C(O)c1cc2c([nH]c1=O)CCCC2
 : i, i, i, i, i, i, i, -7.2, -0.9, i, 0.4
- N#Cc1cc2cc3c(cc2nc1SCC(=O)N1CCOCC1)OCO3
 : i, i, i, i, i, i, i, -1.9, -4.1, i, -0.3
- COc1ccccc1C(=O)NC1CCCc2ccccc21 (stereo not given)
 : i, i, i, i, i, i, i, -4.8, 0.3, i, -0.2
- CCN(CC)S(=O)(=O)c1cccc(C(=O)N[C@H](C(=O)O)C(C)C)c1
 : i, i, i, i, i, i, i, -8.3, 4.2, i, -0.6
- O=c1ncn(-c2cccc(F)c2)c2ncccc12
 : i, i, i, i, i, i, i, -8.3, 5.1, i, 3.6
- Oc1cccc(C2c3[nH]c4ccccc4c3CCN2Cc2cnn(-c3ccccc3)c2)c1 (stereo not given)
 : i, i, i, i, i, i, i, -13.4, -4.0, i, x
- Cc1ccccc1OCC(=O)N1N=C(C(F)(F)F)CC1(O)C(C)(C)C (stereo not given)
 : i, i, i, i, i, i, i, -10.8, -3.5, i, -10.0
- COc1cccc(CNC(=O)CCl)c1
 : i, i, i, i, i, i, i, -3.2, -38.1, i, 4.4
- Cc1ccc(S(=O)(=O)NNc2ccccc2)cc1
 : i, i, i, i, i, i, i, -11.8, -5.3, i, 8.6
- Cn1c(=O)c(=O)n(C)c2cc(S(=O)(=O)CCC(=O)N3CCCCC3)ccc21
 : i, i, i, i, i, i, i, -5.9, 2.3, i, 1.3
- COC(=O)c1c(NC(=O)c2ccco2)sc(C)c1C
 : i, i, i, i, i, i, i, -8.9, -4.3, i, -2.6
- CCOC(=O)CSc1ncc(OC)c(Sc2ccc(Cl)cc2)n1
 : i, i, i, i, i, i, i, -21.7, 5.4, i, x
- O=C1Nc2ccccc2Oc2cc([N+](=O)[O-])ccc21
 : i, i, i, i, i, i, i, -11.7, 6.7, i, x
- CCCCn1c(N)c(N(CC)C(=O)c2c(CC)noc2C)c(=O)[nH]c1=O
 : i, i, i, i, i, i, i, -11.2, -0.8, i, 13.0
- CCN1CCc2c(OCC(=O)N3CCCCC3)cccc2C1=O
 : i, i, i, i, i, i, i, -12.0, 6.0, i, x
- Cc1ccc(S(=O)(=O)N2CCCC(C(=O)O)C2)s1 (stereo not given)
 : i, i, i, i, i, i, i, -4.7, 1.6, i, -1.1
- Cc1ccsc1C(=O)Nc1ccc(OCc2ccccc2)cc1
 : i, i, i, i, i, i, i, -3.5, 78.9*, i, 1.7
- CC(O)CCc1nc2ccc(C(=O)O)cc2[nH]1 (stereo not given)
 : i, i, i, i, i, i, i, 1.2, 4.3, i, -0.8
- Cc1nnc(-c2cccc(Br)c2)c2cn(-c3ccccc3Cl)nc12
 : i, i, i, i, i, i, i, -11.0, 8.1, i, x
- C=CCn1c(=O)c2c(nc3n2CCCN3CCc2ccccc2)n(C)c1=O
 : i, i, i, i, i, i, i, -0.4, 12.6, i, x
- Cc1nnc(C)n1/N=C/c1cccnc1
 : i, i, i, i, i, i, i, -4.2, 1.5, i, 10.4
- O=C(CSc1nnc(CN2CCOCC2)n1-c1ccccc1)Nc1ccc(Cl)cc1
 : i, i, i, i, i, i, i, -9.1, 6.3, i, -1.7
- COC(=O)c1c(C)oc(C)c1S(=O)(=O)N1CCCCC1
 : i, i, i, i, i, i, i, -11.4, 6.9, i, 7.6
- COCCNC(=O)CN1N=C(c2ccc(OC)cc2)CCC1=O
 : i, i, i, i, i, i, i, -5.9, -10.4, i, 2.0
- O=C(C1CCCN(S(=O)(=O)c2ccc(Cl)cc2)C1)N1CCCC1 (stereo not given)
 : i, i, i, i, i, i, i, -3.3, 24.5, i, -4.4
- O=C(OCCN1CCCCC1)c1ccccc1F
 : i, i, i, i, i, i, i, -2.7, -3.3, i, -0.7
- COc1cccc(NC(=O)CN(C)C(=O)c2oc3c(ccc4ccccc43)c2C)c1
 : i, i, i, i, i, i, i, -7.5, 19.4, i, 1.1
- O=C(CSc1ccc(-c2ccco2)nn1)N1CCCC1
 : i, i, i, i, i, i, i, -6.8, 16.8, i, -3.7
- COc1ccccc1N1CCN(C(c2ccc(Cl)cc2)c2nnnn2C(C)(C)C)CC1 (stereo not given)
 : i, i, i, i, i, i, i, -6.4, -4.6, i, 5.5
- O=S(=O)([N-]c1nc2ccccc2nc1-[n+]1ccccc1)c1ccccc1
 : i, i, i, i, i, i, i, -3.1, -0.5, i, 4.1
- CC(=S)c1c(C)cc2cc(C)ccn12
 : i, i, i, i, i, i, i, -5.9, 1.0, i, -4.8
- CC(=O)C1=C(O)C(=O)N(c2nccs2)C1c1ccccc1F (stereo not given)
 : i, i, i, i, i, i, i, -3.6, 3.4, i, 1.2
- COc1cccc(C(=O)NCCOc2cc(C)cc(C)c2)c1
 : i, i, i, i, i, i, i, -7.2, 11.7, i, -3.2
- Oc1ccc(C=NCC2COc3ccccc3O2)cc1 (stereo not given)
 : i, i, i, i, i, i, i, -10.1, 14.0, i, 0.4
- CCc1c(O)nc(SCc2nc3ccccc3c(=O)[nH]2)[nH]c1=O
 : i, i, i, i, i, i, i, -5.0, -4.2, i, 5.1
- COc1ccc2nc(C)cc(NCCN3CCOCC3)c2c1
 : i, i, i, i, i, i, i, -5.8, -4.6, i, 2.5
- CCNC(=S)NCc1ccc(Cl)cc1
 : i, i, i, i, i, i, i, -2.8, 1.6, i, -0.1
- Cc1ccc(C(=O)NCc2ccco2)o1
 : i, i, i, i, i, i, i, -5.3, 2.2, i, 17.8
- COc1ccc(C)cc1NC(=O)c1ccc(NS(=O)(=O)c2cccc3cccnc23)cc1
 : i, i, i, i, i, i, i, -9.4, -1.2, i, -8.1
- Cc1ccc(N(CC(=O)NCc2ccccc2Cl)S(=O)(=O)c2cccs2)cc1
 : i, i, i, i, i, i, i, -1.5, -6.5, i, 5.4
- CCN(CC)S(=O)(=O)c1ccc(C(=O)Nn2cnnc2)cc1
 : i, i, i, i, i, i, i, -3.8, 1.2, i, 1.2
- Cc1cc(C)n(C2CCCCC2OC(=O)c2ccccc2F)n1 (stereo not given)
 : i, i, i, i, i, i, i, -17.2, 0.1, i, 1.5
- COc1cc(C2C3C(=O)N(Cc4ccccc4)C(=O)C3ON2c2ccccc2)cc(OC)c1OC (stereo not given)
 : i, i, i, i, i, i, i, -8.9, -19.0, i, -1.1
- CC(C)c1ccc(C(=O)NC(=S)Nc2ccc3[nH]c(=O)[nH]c3c2)cc1
 : i, i, i, i, i, i, i, -9.7, -13.2, i, 7.1
- Cn1c2ccccc2c(=O)c2c(=O)n(C3CCCCC3)c(-c3ccco3)nc21
 : 116*, i, i, i, i, i, i, -21.9, 41.9, i, 0.3
- COc1ccccc1NC(=O)Cn1cc(C(=O)C2CC2)c2ccccc21
 : i, i, i, i, i, i, i, -2.4, 12.7, i, 0.4
- Cn1cccc1Cc1nnc(SCC(=O)Nc2cccc(Cl)c2)n1-c1ccc(F)cc1
 : i, i, i, i, i, i, i, -14.7, 1.9, i, -3.1
- Cc1cc(C)c(NC(=O)C(C)c2cccc(C(=O)c3ccccc3)c2)c(C)c1 (stereo not given)
 : i, i, i, i, i, i, i, -12.0, -8.2, i, -0.8
- COc1cccc(OC)c1C(=O)Nc1nc2cc3c(cc2s1)OCO3
 : i, i, i, i, i, i, i, -6.6, -9.4, i, 2.3
- COc1ccc(CS(=O)(=O)CC2(O)CCN(C(=O)c3cccc(C(F)(F)F)c3)CC2)cc1
 : i, i, i, i, i, i, i, -2.2, -3.0, i, -3.7
- O=S(=O)(c1ccc(-c2csc(Nc3ccc(F)cc3)n2)cc1)N1CCCC1
 : i, i, i, i, i, i, i, -7.6, -17.8, i, -2.8
- CC(=O)c1ccc(OCC(O)CN2CCN(Cc3ccc4c(c3)OCO4)CC2)cc1 (stereo not given)
 : i, i, i, i, i, i, i, -3.5&2.4, 6.2&-11.9, i, 7.0&-6.9
- C/C(CC(=O)N(C(C)C)C(C)C)=N\NC(=O)c1ccccc1Br
 : i, i, i, i, i, i, i, -3.1, 1.2, i, -1.0
- N#C/C(=N\Nc1cccc([N+](=O)[O-])c1)C(=O)c1ccc(Br)cc1
 : i, i, 8*, -6*, i, i, i, -23.9, 1.8, i, 78.4*

# Record cards (already shown). Order of values: TRPC4 act	KCNQ1 pot	KCNQ1 inh	TRPC4 inh	KCNK3 inh	TRPC4 PAM	KCNK9 inh	hERG rescue	Platelet DG rel	PolyA inh	DYRK1A inh
# Results for CCNC(=S)NCc1ccc(Cl)cc1 : i	i	i	i	i	i	i	-2.8	1.6	i	-0.1
# Results for COc1cc(C2C3C(=O)N(Cc4ccccc4)C(=O)C3ON2c2ccccc2)cc(OC)c1OC (stereo not given) : i	i	i	i	i	i	i	-8.9	-19.0	i	-1.1

# A portion of the library; count on the stated rates, not on these rows.
